LGR2 inh = Drosophila LGR2 receptor signaling inhibition. HEK293 LGR2, CRE-luciferase, bursicon-stimulated, 4 h. inhibition, % at 9.99 µM. actives 0.35% (n = 380,000). AID 720647;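 active = drop in luminescence signal, shown as inhibition above about 50% in the replicate tests, limit read from the data, passing the limit was not always enough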;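 also: agonist challenge used bursicon conditioned medium at about half maximal strength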
ERAP1 HTS inh = blocks human ERAP1 aminopeptidase activity; Q9NZ08; recombinant ERAP1, Leu-AMC fluorescence, 60 min; inhibition, % at 10.7 µM; actives 0.15% (n = 340,000);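 active = mean replicate inhibition of at least 30%, or all replicates individually reaching that 30% level; inactive = mean below 30% and not every replicate reaching it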;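 also: 0% = neutral control wells and 100% = L-leucinethiol positive control wells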
Target sequence (Q9NZ08 whole entry, looked up): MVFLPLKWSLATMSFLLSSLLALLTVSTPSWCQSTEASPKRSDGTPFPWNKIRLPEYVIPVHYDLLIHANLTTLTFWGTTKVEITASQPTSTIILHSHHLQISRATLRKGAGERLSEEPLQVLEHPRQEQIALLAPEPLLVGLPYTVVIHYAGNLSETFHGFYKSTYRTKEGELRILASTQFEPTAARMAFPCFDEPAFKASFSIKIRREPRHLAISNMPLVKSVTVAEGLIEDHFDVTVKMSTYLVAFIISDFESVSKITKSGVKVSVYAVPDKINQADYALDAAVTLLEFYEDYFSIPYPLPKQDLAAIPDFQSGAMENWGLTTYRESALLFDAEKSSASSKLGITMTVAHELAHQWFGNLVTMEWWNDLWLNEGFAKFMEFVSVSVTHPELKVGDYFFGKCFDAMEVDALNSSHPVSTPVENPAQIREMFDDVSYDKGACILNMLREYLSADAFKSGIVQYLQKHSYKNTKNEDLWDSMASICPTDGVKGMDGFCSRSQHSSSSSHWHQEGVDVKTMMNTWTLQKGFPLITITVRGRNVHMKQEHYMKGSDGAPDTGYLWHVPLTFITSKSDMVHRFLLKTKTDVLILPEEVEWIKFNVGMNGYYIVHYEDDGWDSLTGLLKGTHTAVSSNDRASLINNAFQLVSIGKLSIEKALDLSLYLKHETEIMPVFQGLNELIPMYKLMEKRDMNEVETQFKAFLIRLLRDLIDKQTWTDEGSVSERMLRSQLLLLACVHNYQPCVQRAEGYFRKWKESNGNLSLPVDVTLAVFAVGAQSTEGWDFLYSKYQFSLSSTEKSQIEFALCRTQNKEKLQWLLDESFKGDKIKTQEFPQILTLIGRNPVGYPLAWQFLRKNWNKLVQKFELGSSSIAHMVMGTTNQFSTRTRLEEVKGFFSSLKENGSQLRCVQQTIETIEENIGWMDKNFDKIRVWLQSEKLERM
S100A4 inh HTS = S100A4-myosin IIA interaction inhibition | actives 0.14% (n = 360,000) | S100A4/TAMRA-MyoIIA peptide fluorescence polarization | P26447 | inhibition, % at 10.7 µM;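 active = mean inhibition of at least 70% across replicates, with every replicate also reaching that level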
Target sequence (P26447 whole entry, looked up): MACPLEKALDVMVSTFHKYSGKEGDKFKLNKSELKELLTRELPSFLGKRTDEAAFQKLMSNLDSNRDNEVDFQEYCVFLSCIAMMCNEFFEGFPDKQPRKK
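Test system: S100A4 monomer protein; Medium: HEPES pH 7.2 with CaCl2, KCl, NaCl, DTT, Triton; Probe or stimulus: TAMRA-labelled myosin IIA heavy-chain peptide probe, 5 nM; Doses: one dose per compound; Times: polarization read 5 min after assay mix addition, stable 5–60 min; Benchmarks: neutral control DMSO, positive control TFP.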
SIRT5 inh = sirtuin-5 (human) deacylase inhibition. Q9NXA8. Purified SirT5, succinyl-peptide AMC, trypsin-coupled fluorescence. inhibition, % at 15 µM. actives 1.1% (n = 330,000); in the data active = inhibition above about 15%
XiGFP reactiv = X-chromosome reactivation activator | XiGFP mouse fibroblasts, % GFP-positive cells imaging, 3 d; cells co-treated with 5-aza-dC sensitizer; scaled so ellipticine positive control = 100% | activation, % at 7.58 µM | actives 0.055% (n = 360,000) | AID 743238;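 active = mean normalized replicate activation at least 10% and every replicate at or above 10%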;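 also: 0% = median of on-plate neutral control wells and 100% = ellipticine 6 µM median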
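System: SV40-immortalized XiGFP fibroblast cells, line 68-5-11 / Incubation: 3-day compound exposure, then 15 min fixation at room temperature / Compound: single concentration per compound, delivered by pin transfer / Buffer or medium: DMEM plus 5-aza-dC sensitizer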
Cneo AK release = causes C. neoformans cell lysis; adenylate kinase release luminescence, 4 h; normalised: neutral wells 0, clomiphene wells 100; lysis activity, % at 15 µM; actives 0.2% (n = 360,000);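 active = mean lysis activity across replicates of at least 80%, whatever share of replicates individually reach that level; inactive = mean lysis activity below 80%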
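Schedule: static 4 h at 37 °C with compound, 1 h detection; system: C. neoformans cells; benchmarks: Clomiphene as positive control; buffer or medium: fresh YPD medium; measure: luminescence rise reflecting yeast cell lysis; measured by: luminescent adenylate kinase detection reagent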
PGC1a acetyl inh = modulators of PGC1a acetylation | U2OS PGC1a acetylation, AlphaScreen anti-acetyl-lysine; with virally co-expressed GCN5 acetyltransferase | inhibition, % at 15.6 µM | actives 0.17% (n = 350,000);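 active = every replicate shows inhibition of at least 40%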;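 also: 0% = neutral control wells and 100% = positive control wells; some results beyond the cut were filed as inactive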
Statin myotox sup = suppression of simvastatin myotoxicity. C2C12 myotubes + simvastatin, ATP luminescence, 48 h; scaled: DMSO 0, geranylgeraniol control 100. rescue of ATP level, % at 7.49 µM. actives 0.78% (n = 330,000). AID 602340;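 active = mean ATP rescue above about 67%, or every replicate alone reaching that limit, limit read from the data, passing the limit was not always enough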;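 also: myotubes were challenged with 10 µM simvastatin during compound exposure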
* = called active by the depositor; · = not tested or not shown. A portion of the library; the hit share may differ from the screen's.

SMILES	LGR2 inh	ERAP1 HTS inh	S100A4 inh HTS	SIRT5 inh	XiGFP reactiv	Cneo AK release	PGC1a acetyl inh	Statin myotox sup
CCN(CC)C(=O)CNC(=O)c1nn(-c2ccc(OC)c(Cl)c2)c(=O)c2ccccc12	-15	1	-11	2	0.3	9	-6	-21
CCCNC(=O)NC[C@@H]1[C@H](c2ccc(C3=CCCCC3)cc2)[C@@H](CO)N1C(C)=O	2	-2	-10	13	0.1	-3	-6	-6
Cc1noc(C)c1NC(=O)N(C)C[C@@H]1OCCCC[C@H](C)Oc2ccc(NS(C)(=O)=O)cc2C(=O)N([C@@H](C)CO)C[C@@H]1C	-9	·	·	·	0.1	2	0	·
COc1ccc(NC(=O)COC(=O)C23CC4CC(CC(NC(C)=O)(C4)C2)C3)cc1S(=O)(=O)N1CCOCC1	16	2	3	-1	0.1	1	-1	1
CC(=O)NC(CC(=O)Nc1nc(-c2ccccc2)c(C(C)=O)s1)c1ccccc1 (stereo not drawn)	4	1	-2	0	0.0	2	9	-11
CN1C(=O)c2cc(NS(=O)(=O)c3cccc(F)c3)ccc2OC[C@H]2O[C@H](CC(=O)O)CC[C@H]21	15	-2	-3	4	0.2	97*	3	-13
Cc1[nH]n(-c2ccccc2)c(=O)c1C(=O)c1cccc(F)c1	23	0	-2	0	-0.1	·	1	·
COc1ccc(NC(=O)N2CC(=O)N3[C@H](C2)[C@H](c2ccc(-c4ccc(C)cc4)cc2)[C@@H]3CO)cc1	14	0	8	-2	0.2	·	7	·
CCCNC(=O)NCCc1c(C)[nH]c2ccccc12	1	0	4	-4	0.0	4	-4	-6
COc1ccc(N2CCN(C(=O)CCC(=O)N3Cc4ccccc4Oc4ncccc43)CC2)cc1	-7	-2	-3	-4	0.0	1	-16	6
COc1ccc(NC(=O)N2CCCCN3[C@H](CO)[C@@H](c4ccc(C#CCC(C)C)cc4)[C@@H]3C2)cc1	17	-3	-18	4	0.1	0	4	4
COc1ccc(C(=O)N/N=C(\C)CC(=O)Nc2ccc3ccccc3c2)c(OC)c1	14	2	-2	-7	0.0	1	9	6
O=C(O)c1cccc(Cn2c(Cl)c(/C=N/NC(=O)c3ccc(O)cc3)sc2=O)c1	2	-2	3	1	0.0	1	-1	-6
Cc1noc(C)c1S(=O)(=O)Nc1ccc2c(c1)C(=O)N([C@@H](C)CO)C[C@@H](C)[C@@H](CN(C)Cc1ccc3c(c1)OCO3)OCCCC[C@H](C)O2	15	2	10	7	0.4	3	-8	·
COc1cc(OC)cc(C2=Cc3ccccc3C(CC(=O)c3ccco3)N2c2ccc(-c3cnc(OC)nc3)cc2)c1 (stereo not drawn)	0	-3	0	3	-0.1	·	·	·
COc1ccc(C(=O)NCc2ccc(-n3cccc3)cc2)cc1OC	18	3	3	·	0.2	-1	·	20
O=S(=O)(NCC(c1cccnc1)N1CCN(c2ccc(F)cc2)CC1)c1cccs1 (stereo not drawn)	-1	2	-1	2	0.1	-1	-14	4
COC(=O)c1cc2c(c3c4cc(F)ccc4n(S(=O)(=O)c4cccc(C)c4)c13)C(=O)N(Cc1ccco1)C2	3	-3	-4	·	0.0	·	·	·
COc1cccc(CC2(CO)CCN(Cc3cn(C)nc3C)CC2)c1	11	7	1	-8	0.0	0	-2	0
CC1CN(C(=O)COC(=O)c2ccc(Cl)c(S(=O)(=O)N3CCCCC3)c2)CC(C)O1 (stereo not drawn)	-6	3	1	0	0.0	0	-1	3
COC(=O)C1Cc2c([nH]c3ccccc23)CN1C(C)=O (stereo not drawn)	6	4	-3	-4	0.3	-3	-2	-4
COc1ccc(NC(=O)N(C)C[C@@H]2OCCCC[C@@H](C)Oc3ccc(NC(=O)Nc4ccc(F)cc4)cc3C(=O)N([C@@H](C)CO)C[C@@H]2C)cc1	-28	-2	-8	2	-0.2	0	4	·
CN(C)C(=O)C[C@H]1C[C@@H]2c3cc(NC(=O)Nc4ccc(C(F)(F)F)cc4)ccc3O[C@@H]2[C@H](CO)O1	-12	-1	-6	-5	-0.1	17	-4	-2
COC(OC)C1(CCc2ccccc2)NC(=O)NC1=O (stereo not drawn)	0	-2	-11	-1	0.1	7	11	-6
CCc1nc(SCc2ccc(Cl)cc2)n[nH]1	-57	5	-4	1	0.0	·	·	·

(continued)
SMILES	LGR2 inh	ERAP1 HTS inh	S100A4 inh HTS	SIRT5 inh	XiGFP reactiv	Cneo AK release	PGC1a acetyl inh	Statin myotox sup
CC(C)N1C(=O)NC2(c3ccccc3)N(C)C(=O)N(C)C12c1ccccc1 (stereo not drawn)	35	·	·	·	0.0	-5	-16	-4
COc1ccccc1NC(=O)NC(=O)c1ccccc1	-30	3	-1	-3	0.0	0	3	3
CCC(=O)N(C)CCc1cc2c(c(OC)c1/C=N/NC(=O)[C@H]1C[C@@H]1c1ccccc1)OCO2	-5	·	3	5	0.0	·	·	·
C/C(=N\Nc1nc(N)cc(Cl)n1)c1ccc(Cl)c(Cl)c1	-10	-4	-5	-2	0.5	·	6	·
C[C@@H]1CN([C@H](C)CO)C(=O)c2cc(N(C)C)ccc2O[C@H]1CN(C)S(=O)(=O)c1cccs1	10	0	-3	-4	-0.1	-2	2	4
CCOC(=O)N1CCN(C(=O)CSc2nc(C)nc3c2c(=O)n(C)c(=O)n3C)CC1	-6	3	4	-2	-0.1	·	·	·
CCNC(=O)C1(C)CCN(Cc2ccc(OC(F)(F)F)cc2)C1 (stereo not drawn)	16	0	-2	0	0.1	4	12	1
COc1ccc(CCNC(=O)c2cccn2C)cc1	-15	-6	-11	2	0.5	-6	·	-4
COCC(=O)N1C[C@@H]2[C@H](c3ccccc31)[C@H](CO)N2C(=O)c1ccncc1	6	1	19	1	0.0	-12	4	-24
N#Cc1ccc(C(=O)N2CCCCC2c2cc(C(=O)Nc3ccc4c(c3)OCO4)no2)cc1 (stereo not drawn)	-6	-4	-1	-4	0.0	-5	13	-4
O=C(c1ccccc1)N1C[C@@H]2[C@H](c3ccccc31)[C@H](CO)N2Cc1cocn1	-10	0	-4	1	0.2	-2	-2	-3
O=C(NCC1CCCCC1)c1cc([N+](=O)[O-])ccc1N1CCOCC1	-13	3	4	3	0.9	·	·	·
CCOc1ccc(CCNC(=O)COC(=O)c2ccc(Br)o2)cc1OCC	17	1	0	-3	-0.1	-2	·	4
CC1(C)CC2CC(C)(CN2S(=O)(=O)c2ccc(C(=O)Nc3ccc(S(=O)(=O)N4CCOCC4)cc3)cc2)C1 (stereo not drawn)	11	1	-14	2	0.1	·	·	·
CCOC(=O)c1cnc2c(F)ccc(F)c2c1Sc1ccccc1	7	·	0	-8	0.1	1	1	·
COc1ccc(N2CC(C(=O)Nc3ncccc3C)CC2=O)cc1 (stereo not drawn)	-3	·	·	·	·	2	4	6
Cc1cc(C)c(OCC(=O)OCC(=O)N2c3ccccc3CC2C)c(C)c1 (stereo not drawn)	1	1	-5	-1	0.0	0	·	-1
NS(=O)(=O)c1cccc(NC(=O)c2cncc(Br)c2)c1	-6	7	-2	-1	-0.1	1	-3	2
COc1cccc(NC(=O)CSc2nc3ccsc3c(=O)n2-c2ccc(C(=O)O)cc2)c1	5	-2	26	-5	0.0	·	·	·
COc1ccc(CNC(=O)N2CCN(c3ccccc3)CC2)cc1	14	-6	-1	16*	-0.1	2	-7	16
Cc1ccc(S(=O)(=O)Nc2ccc3c(c2)C(=O)N([C@H](C)CO)C[C@H](C)[C@@H](CN(C)Cc2ccc(-c4ccccc4)cc2)O3)cc1	16	·	·	·	0.0	1	-2	14
O=C(c1ccc(S(=O)(=O)Cc2ccccc2Cl)c([N+](=O)[O-])c1)N1CCN(c2ccccn2)CC1	49	-9	2	8	-0.2	-1	18	10
O=C(Cc1ccccc1)NNC1CC(=O)N(c2ccc(Cl)cc2)C1=O (stereo not drawn)	17	-3	-2	0	0.3	5	-1	10
Cn1c(CNC(=O)CNC(=O)c2ccc(F)cc2)cc(=O)n(C)c1=O	23	-2	3	0	0.0	-4	1	-7
COCCN(C(=S)Nc1ccc(C)cc1)C(C)c1ccco1 (stereo not drawn)	-17	-3	2	-7	-0.1	-2	-5	3

Gathered by group, those above containing an aryl thioether with sulfur outside any ring
SMILES	LGR2 inh	ERAP1 HTS inh	S100A4 inh HTS	SIRT5 inh	XiGFP reactiv	Cneo AK release	PGC1a acetyl inh	Statin myotox sup
CCc1nc(SCc2ccc(Cl)cc2)n[nH]1	-57	5	-4	1	0.0	·	·	·
CCOC(=O)N1CCN(C(=O)CSc2nc(C)nc3c2c(=O)n(C)c(=O)n3C)CC1	-6	3	4	-2	-0.1	·	·	·
CCOC(=O)c1cnc2c(F)ccc(F)c2c1Sc1ccccc1	7	·	0	-8	0.1	1	1	·
COc1cccc(NC(=O)CSc2nc3ccsc3c(=O)n2-c2ccc(C(=O)O)cc2)c1	5	-2	26	-5	0.0	·	·	·

(list continues)
SMILES	LGR2 inh	ERAP1 HTS inh	S100A4 inh HTS	SIRT5 inh	XiGFP reactiv	Cneo AK release	PGC1a acetyl inh	Statin myotox sup
COc1cccc(C2CC(c3ccc(C)cc3)n3ncnc3N2)c1 (stereo not drawn)	-3	·	-4	·	0.3	-5	·	4
CCC(=O)Nc1sc(C(=O)OC)c(C)c1C(=O)OC	20	1	-1	2	·	-1	-1	6
CC(=O)c1cccc(NC(=O)N2CCCC2C(=O)Nc2ccc3c(c2)OCO3)c1 (stereo not drawn)	-6	-5	-2	0	0.0	·	-6	4
CC(Oc1ccc2c(-c3ccccc3)cc(=O)oc2c1)C(=O)NC(Cc1c[nH]c2ccc(O)cc12)C(=O)O (stereo not drawn)	-13	5	-20	2	·	1	-2	1
CC(=O)Nc1ccc2c(c1)C(C)(C)C(C)N2C (stereo not drawn)	5	5	-20	-2	0.3	·	·	·
C[C@H](CO)N1C[C@H](C)[C@H](CN(C)Cc2ccc(C(=O)Nc3ccccc3N)cc2)Oc2c(NC(=O)c3cnccn3)cccc2C1=O	-12	2	13	-4	-1.1	·	-56	·

Record cards, from the list above. Order of values: LGR2 inh | ERAP1 HTS inh | S100A4 inh HTS | SIRT5 inh | XiGFP reactiv | Cneo AK release | PGC1a acetyl inh | Statin myotox sup
Record of C/C(=N\Nc1nc(N)cc(Cl)n1)c1ccc(Cl)c(Cl)c1 : -10 | -4 | -5 | -2 | 0.5 | · | 6 | ·
Record of COCCN(C(=S)Nc1ccc(C)cc1)C(C)c1ccco1 (stereo not drawn) : -17 | -3 | 2 | -7 | -0.1 | -2 | -5 | 3
